NCI-60 one-dose screen, 48 h, at 10 µM unless noted. Numbers give growth in % (100 = growth as untreated, 0 = no growth, -100 = all killed).
MDA-MB-231 – MDA-MB-231 breast cancer; 81,000 compounds, 5% hits; AID 1794789
CCRF-CEM – CCRF-CEM leukemia; 77,000 compounds, 7% hits
MOLT-4 – MOLT-4 leukemia cells; 80,000 compounds, 6.9% hits
MDA-MB-435 – MDA-MB-435 melanoma; 82,000 compounds, 7.8% hits
K-562 – K-562 leukemia; 78,000 compounds, 7.4% hits; AID 1794777
RPMI-8226 – RPMI-8226 leukemia cells. 77,000 compounds, 7.5% hits. AID 1794781
SR – SR leukemia cells. 73,000 compounds, 8.7% hits
MDA-MB-468 – MDA-MB-468 breast cancer. 78,000 compounds, 8.5% hits. AID 2202374
The depositor's hits bear a star; . = not tested or not shown; & = joins results of further samples; ! = repeats disagree; [ ] = another dose, or the depositor's remark. How the source made its calls: active means growth percent below 10; inactive means the rest.

SMILES	MDA-MB-231	CCRF-CEM	MOLT-4	MDA-MB-435	K-562	RPMI-8226	SR	MDA-MB-468
N#Cc1c(-c2cccs2)nc(NCCO)[nH]c1=O	.	99	79	105	92	.	96	108
Cc1cccc(C(N)=O)c1	95	94	102	117	121	97	124	109
C/C(=N\NC(=S)Nc1ccccc1)c1nnn(-c2ccc([N+](=O)[O-])cc2)c1C	81	61	77	99	84	81	47	115
COc1cc(C(=O)N2CCN(C(=O)c3ccco3)CC2)c(N)cc1OCc1ccccc1	101	86	95	113	85	72	86	.
Cc1cccc(N=Cc2ccc3c(c2)OCO3)c1	108	90	84	106	93	101	105	100
CCOC(=O)c1cnn(CC(O)CC)c1NC(=O)NCc1ccccc1F (configuration not stated)	103	88	80	102	78	97	84	94
O=S(=O)(O)Sc1ccccc1	121	87	84	116	111	105	86	104
O=C1/C(=C/c2ccccc2F)Cc2ccccc21	86	98	96	94	94	103	85	79
N#CCCN(CCC#N)Cc1c(O)ccc2ccccc12	99	86	94	108	90	97	116	134
O=C(CSc1nnc2n3c(nn12)SCC(c1ccccc1)=N3)c1ccc(C(F)(F)F)cc1	108	101	106	102	104	104	99	112
C[C@H](c1nc2ccccc2s1)[C@H]1CC[C@H]2[C@@H]3CCC4=CC(=O)CC[C@]4(C)[C@H]3CC[C@]12C	95	87	90	96	86	69	90	93
CSC1NC(C)=C(C(C)=O)C(c2ccccc2)N1 (configuration not stated)	77	99	112	102	106	94	109	108
COc1cc(NCC(=O)Nc2cc(Nc3ccc(Cl)cc3)ncn2)c(Cl)c(OC)c1Cl	76	88	86	104	96	86	65	110
Cc1ccc(C(=O)N=c2n(-c3ccccc3)nc3n2CCN3C2=NCCN2)cc1	85	104	93	99	87	110	113	101
NS(=O)(=O)c1ccc(N/C=C/C(=O)c2cc3cc(Br)ccc3oc2=O)cc1	103	102	105	100	92	109	95	97
CC(=O)[C@H]1CCC2C3CCC4=CC(=O)CC[C@]4(C)C3CC[C@@]21C (some centres not stated)	87	48	68	83	.	55	55	70
CCCCCCCCCC(=O)NC(C)(C)C(=O)N1CCC[C@H]1C(=O)N[C@@H](CC(C)C)C(=O)N[C@@](C)(CC)C(=O)N[C@@H](CCC(N)=O)C(=O)N[C@H](CCC(N)=O)C(=O)NC(C)(C)C(=O)NC(C)(C)C(=O)N[C@@H](CCC(N)=O)C(=O)N[C@H](CC(C)C)C(=O)N[C@H](CO)CC(C)C	-96*	-40*	-26*	-95*	-81*!	-26*	1.3*	-88*
CN1CCN(Cc2ccc(NC(=O)c3cncc(C#Cc4ncc5ccccn45)c3)cc2C(F)(F)F)CC1	15	8.7*	18	28	3.3*	21	16	36
O=C(CSc1nc2ccccc2c(=O)[nH]1)NNC(=O)c1ccc(Cl)cc1	95	108	107	106	97	108	85	121
CC(C)(C#CC(C)(C)OC(=O)Nc1ccccc1)OC(=O)Nc1ccccc1	111	.	98	108	101	.	89	117
Cc1ccc(NC(=O)Nc2sc(=S)c3c(c2C#N)CCCC3)c(C)c1	90	102	95	95	127	89	89	100
COc1ccc2c(c1)N=c1c-2cc2c(O)[nH]c(=S)n2c1=O	42	11	35	2.5*	20	63	22	-26*
CN1CCN(c2nc(SCc3ccccc3)nc(-c3ccc(F)cc3)c2C#N)CC1	84	62	50	87	27	44	29	71
CCCCCCCCCCCCCCCCCC(=O)OCC1OC(n2cnc3c(=S)nc[nH]c32)C(OC(=O)CCCCCCCCCCCCCCCCC)C1OC(=O)CCCCCCCCCCCCCCCCC (configuration not stated)	101	106	100	103	106	117	77	.
O=C(Cc1ccccc1)NNc1nc(Cl)nc(N2CCN(C(c3ccccc3)c3ccccc3)CC2)n1	84	11	36	100	9.8*	101	11	38
CSc1ccc2c(c1)N(C(=O)/C(C#N)=C/c1cccs1)c1ccccc1S2	72	90	73	80	75	86	94	61
Cc1cnoc1C(=O)Nc1nn(Cc2ccc(C(F)(F)F)cc2)c2ccccc12	72	93	69	89	82	65	77	89
COc1ccc(-c2ccc(O)c(C(=O)/C=C/c3cc(OC)c(OC)c(OC)c3)c2)cc1OC	75	30	64	67	49	23	54	69
CCOc1ccc(NC(C)=O)cc1	106&112	96&101	96&106	103&103	101&99	101&106	90&100	100&107
CN(C)c1nc(NCCNS(=O)(=O)c2ccc(C(=O)/C=C/c3ccc(C(F)(F)F)cc3)cc2)nc(N2CCOCC2)n1	-59*	-29*	-19*	-59*	-14*	-44*	-23*	-96*
O=Nc1c2cc3ccccc3[nH]c-2c2ccccc12	95	76	79	96	89	.	58	68
COc1ccc(OC)c(-c2[nH]c3ncc(-c4ccc(F)cc4)n3c(=O)c2C#N)c1	86	95	72	99	75	90	94	95
COc1ccc(CNC(=O)COc2ccc(/C=N/Nc3nc4ccccc4s3)cc2)cc1	10	62	76	7.8*	35	27	.	28
CC(/C=C1\SC(=S)N(CCC(=O)NC(Cc2ccccc2)C(=O)O)C1=O)=C\c1ccccc1 (configuration not stated)	106	98	84	104	83	90	78	120
NC(=O)c1ncn(C2O[C@H](CO)[C@@H](O)[C@H]2O)c1N (some centres not stated)	111	96	89	97	.	105	107	111
CC(=O)Nc1ccc(/C=N/NC(N)=O)cc1	103	96	103	114	109	98	92	101
O=C(COCc1c(-c2ccccc2)no[n+]1[O-])Nc1ccc(C(=O)/C=C/c2ccc3c(c2)OCO3)cc1	101	82	77	95	92	74	.	99
COc1cc(C2CC(c3cc(OC)c(OC)c(OC)c3)=NN2C=O)ccc1Oc1ccnc2cc(Cl)ccc12 (configuration not stated)	69	66	61	75	59	40	58	70
CCCCCCCCCCCC1=NC(C)(CO)CO1 (configuration not stated)	102	102	101	113	95	.	103	86
OC(c1ccc2ccccc2n1)c1c(Cl)cccc1Cl (configuration not stated)	100	88	90	108	90	96	85	101
CCOc1ccc(N2C(N)=NC(N)=NC2(C)C)cc1	102&49	9.4*!	81&39	-43*!	72&10	-4.3*!	5.5*!	-0.2*!
COc1cc(C=C2C(=O)NC(=S)NC2=O)cc(CN2CCOCC2)c1O	101	109	104	105	113	111	103	111
COc1ccc(-c2cc(-c3nc4ccc(C(F)(F)F)cc4[nH]3)[nH]n2)cc1	77	.	.	91	80	72	62	88
CC1=N/C(=C\c2cccc(C#N)c2)C(=O)O1	110	108	106	107	107	111	96	113
C=CCc1ccc(Oc2ccc([N+](=O)[O-])cc2[N+](=O)[O-])c(OC)c1	87	79	74	89	77	74	.	63
CCCC(C)c1ccc(O)cc1 (configuration not stated)	130	103	103	119	117	112	109	111
COc1cc(-c2nc3ccc(/C=C/C(=O)c4ccc(C(F)(F)F)cc4)cc3s2)ccc1F	85	.	113	95	109	100	92	93
COC(=O)c1ccc(I)cc1	109	79	93	104	96	107	102	90
COc1ccccc1N=Nc1ccccc1OC	100	80	94	101	97	95	95	83
O=C(Nc1ccc(Nc2ncnc3[nH]ccc23)cc1)c1ccccc1	109[1 µM]	107[1 µM]	107[1 µM]	99[1 µM]	105[1 µM]	100[1 µM]	103[1 µM]	115[1 µM]
(cont.)
SMILES	MDA-MB-231	CCRF-CEM	MOLT-4	MDA-MB-435	K-562	RPMI-8226	SR	MDA-MB-468
C/C=C(C)/C=N/Nc1nc(-c2ccc(C)cc2)cs1	87	71	81	93	56	70	82	42
CN1CCN(c2ccc(C(=O)/C=C/c3ccc(C#N)cc3)cc2)CC1	66	66	91	28	7.5*	5.2*	.	26
Cc1cc2c3c(cccc3c1)C(=O)c1ccccc1-2	93	118	87	103	99	109	97	64
O=S(=O)(Nc1cccc2cn[nH]c12)c1ccc(Cl)cc1Cl	62	56	21	51	34	35	18	68
O=C(CS(=O)c1oc(-c2cccs2)nc1S(=O)(=O)c1ccc(Br)cc1)c1ccccc1 (configuration not stated)	105	94	94	95	95	92	.	101
O=C(O)CCCCC1SCC2NC(=O)NC21 (configuration not stated)	94&123	81	111&113	109&107	107	111	127	105&93
O=C(CSc1nnc(-c2ccc(Cl)cc2)n1-c1ccccc1)Nc1ccc(F)cc1	49	92	103	93	92	89	76	92
Cc1cc2c(cc1C)[n+](=O)c(C(=O)c1ccccc1)c(C(F)F)n2[O-]	64	57	69	93	65	69	59	.
COc1cc(/C=N/Nc2cccc(Br)c2)cc(OC)c1OC	57	47	45	47	16	71	24	55
COc1ccc(/C=C2\C(=O)Nc3cc(Cl)ccc32)cc1OCc1ccccn1	.	78	81	100	90	68	82	75

Profiles, looked up by structure. Order of screens: MDA-MB-231, CCRF-CEM, MOLT-4, MDA-MB-435, K-562, RPMI-8226, SR, MDA-MB-468
`O=C(CS(=O)c1oc(-c2cccs2)nc1S(=O)(=O)c1ccc(Br)cc1)c1ccccc1` (configuration not stated) as listed: 105, 94, 94, 95, 95, 92, ., 101
`COc1cc(/C=N/Nc2cccc(Br)c2)cc(OC)c1OC` as listed: 57, 47, 45, 47, 16, 71, 24, 55

Going on with the list:
SMILES	MDA-MB-231	CCRF-CEM	MOLT-4	MDA-MB-435	K-562	RPMI-8226	SR	MDA-MB-468
OCc1ccnc2ccccc12	105	87	97	113	109	93	98	103
CN(C)CCn1c(=O)c2c3cc4c(cc3n(CCN(C)C)c2c2ccc(Cl)cc21)OCO4	32	14	3.0*	71	-18*	45	-13*	41
C=CC(=O)Nc1ccc(C)c(Oc2ccc(Cl)cc2)c1	44	58	45	44	53	24	24	10
COC(OC)c1cccc([N+](=O)[O-])c1	106	94	115	99	.	100	96	99
CC[C@H](c1ccc(O)cc1)[C@@H](CC)c1ccc(O)cc1	101	107	131	70	116	74	97	61
Cc1cc(C)nc(NS(=O)(=O)c2ccc(Nc3nc(-c4ccc(O)cc4O)c4c(=O)[nH]c(Nc5cccc(Cl)c5)nc4n3)cc2)n1	118	94	102	87	88	79	39	.
O=c1[nH]cnc(O)c1Cl	107	110	92	100	105	106	87	98
O=C(CNc1ncco1)Nc1ccc(S(=O)(=O)c2ccc(NC(=O)CNc3ncco3)cc2)cc1	15	0.6*	5.9*	3.0*	-6.0*	11	-0.7*	-62*
CN(C)CCCNC1=C(Cl)C(=O)c2ccccc2C1=O	42&70	81&80	79&57	-88*	-24*	45&65	-19*	-54*
COc1ccc2c(c1)O/C(=C\c1ccc(O)c(O)c1)C2=O	83	53	65	91	93	78	53	94

Overlap with the part before: 7 entries, then new ones.
SMILES	MDA-MB-231	CCRF-CEM	MOLT-4	MDA-MB-435	K-562	RPMI-8226	SR	MDA-MB-468
COC(OC)c1cccc([N+](=O)[O-])c1	106	94	115	99	.	100	96	99
CC[C@H](c1ccc(O)cc1)[C@@H](CC)c1ccc(O)cc1	101	107	131	70	116	74	97	61
Cc1cc(C)nc(NS(=O)(=O)c2ccc(Nc3nc(-c4ccc(O)cc4O)c4c(=O)[nH]c(Nc5cccc(Cl)c5)nc4n3)cc2)n1	118	94	102	87	88	79	39	.
O=c1[nH]cnc(O)c1Cl	107	110	92	100	105	106	87	98
O=C(CNc1ncco1)Nc1ccc(S(=O)(=O)c2ccc(NC(=O)CNc3ncco3)cc2)cc1	15	0.6*	5.9*	3.0*	-6.0*	11	-0.7*	-62*
CN(C)CCCNC1=C(Cl)C(=O)c2ccccc2C1=O	42&70	81&80	79&57	-88*	-24*	45&65	-19*	-54*
COc1ccc2c(c1)O/C(=C\c1ccc(O)c(O)c1)C2=O	83	53	65	91	93	78	53	94
CCOC(=O)c1onc(-c2no[n+]([O-])c2C)c1C(=O)OCC	127	100	99	102	104	100	111	99
Nc1nc(-c2ccccc2)c(N=Nc2cccc(Cl)c2)s1	83	66	65	104	81	86	91	74
O=C(Oc1ccc2ccccc2c1)c1ccccc1O	102	102	101	121	105	99	.	128
O=C(O)C(CCc1ccccc1)(Cc1ccccc1)C(=O)O	96	105	121	106	127	98	114	110
CC1=NN(c2cccc(Cl)c2)C(=O)/C1=C\c1coc2ccc(C(C)C)cc2c1=O	81	100	91	108	101	95	98	96
CCCCCOC(=O)c1cccc(NC(=O)CNCC)c1	89	96	78	103	92	98	92	102
Cc1cc(Cl)ccc1NC(=O)NC(C)(C)COC(=O)Nc1cccc(Cl)c1	39	.	36	80	36	11	29	47
CCSc1nc(N)c(Br)c(Sc2nc(N)nc3nc[nH]c23)n1	86	64	87	83	76	96	49	48
Cc1cn(-c2cc(NC(=O)c3cncc(C#Cc4c(N)ncc5ccc(F)cc45)c3)cc(C(F)(F)F)c2)cn1	27	40	36	37	3.3*	55	51	51
O=[N+]([O-])c1ccc(OCCBr)cc1	116	.	103	110	89	96	88	106
C[C@H]1[C@H](C)CC[C@]2(C(=O)O)CC[C@]3(C)C(=CC[C@@H]4[C@@]5(C)C/C(=C/c6cccnc6)C(=O)C(C)(C)[C@@H]5CC[C@]43C)[C@H]12	88	47	64	85	44	40	.	85
N#C/C(=C/c1cc(Br)cc(Br)c1O)C(N)=O	94	100	87	100	113	95	84	112
N#Cc1cnn(-c2cc(=O)[nH]c3ccc(Br)cc23)c1N	93	107	123	102	122	105	98	109
Cn1nc(C(F)(F)F)cc1-c1cc(Cl)c(COc2ccc(Cl)cc2)c(-c2ccc(Cl)c(C(F)(F)F)c2)c1O	.	-34*	-23*	-34*	1.2*	-39*	-32*	-24*
O=C(N/N=C\c1ccc2c(c1)OCO2)N/N=C/c1ccc2c(c1)OCO2	107	74	77	.	.	91	85	102
CSC1=Nc2c(c(C)c(C)n2CCCC(=O)O)C2=NC(=O)CN12	100	105	103	119	93	110	122	97
Nc1c(-c2nc3ccccc3[nH]2)nnn1-c1ccccc1Cl	83	98	91	105	93	95	81	91
COc1ccc(CC(=O)OCCCl)cc1	112	101	95	99	103	104	.	100
O=C1c2ccccc2C(=O)c2c(NCC(O)CN3CCOCC3)cccc21 (configuration not stated)	109	109	175	103	130	108	.	131
O=C(Nc1ccc(OS(=O)(=O)c2ccc(F)cc2)cc1)C12CC3CC(CC(C3)C1)C2	59	52	33	83	28	12	36	39

Assay outcomes deposited in PubChem BioAssay by NCI.
